UBC9 SUMO inh = blocks human SUMOylation mediated by UBC9; P63279; HTRF SUMOylation assay, SAE1/SAE2 + UBC9, in vitro; inhibition, % at 35 µM; 290,000 compounds, 0.36% hits; in the data active = inhibition above about 50%, passing the limit was not always enough; also: strong numbers were not always called active
Target sequence (P63279 whole entry, looked up): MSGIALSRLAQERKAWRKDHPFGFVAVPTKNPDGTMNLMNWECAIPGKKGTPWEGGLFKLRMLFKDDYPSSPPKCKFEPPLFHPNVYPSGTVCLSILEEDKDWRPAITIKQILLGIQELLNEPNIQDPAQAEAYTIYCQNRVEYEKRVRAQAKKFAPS
GalR3 antagonist = antagonists of human GalR3; inhibition, % at 3 µM; 360,000 compounds, 0.44% hits; HEK293 GalR3-CNG cAMP membrane potential fluorescence; galR3 body fused to GalR1 C-terminus; O60755;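 active = inhibition above the screen-wide average plus 3 SD, cut at about 13% in these data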;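 also: forskolin and galanin both at EC90 stimulate the cells; cAMP rise reported by CNG channel membrane potential dye signal; 0% = forskolin plus galanin with DMSO and 100% = forskolin alone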
MEKK3 PB1 HTS = MEKK3-MEK5 PB1 interaction, increase or decrease; bead-based flow cytometry, Alexa488-MEK5 binding to MEKK3; actives lie on both sides; 0 = blocked by unlabeled MEK5, 100 = vehicle; binding response (% of control), % at 10 µM; 290,000 compounds, 1.4% hits; AID 1529;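 active = binding response more than 3 SD above or below the average of its plate-row segment, actives on both sides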;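 also: Alexa488 bead fluorescence after subtracting the streptavidin-only scavenger bead signal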
Target sequence (Q99759 whole entry, looked up): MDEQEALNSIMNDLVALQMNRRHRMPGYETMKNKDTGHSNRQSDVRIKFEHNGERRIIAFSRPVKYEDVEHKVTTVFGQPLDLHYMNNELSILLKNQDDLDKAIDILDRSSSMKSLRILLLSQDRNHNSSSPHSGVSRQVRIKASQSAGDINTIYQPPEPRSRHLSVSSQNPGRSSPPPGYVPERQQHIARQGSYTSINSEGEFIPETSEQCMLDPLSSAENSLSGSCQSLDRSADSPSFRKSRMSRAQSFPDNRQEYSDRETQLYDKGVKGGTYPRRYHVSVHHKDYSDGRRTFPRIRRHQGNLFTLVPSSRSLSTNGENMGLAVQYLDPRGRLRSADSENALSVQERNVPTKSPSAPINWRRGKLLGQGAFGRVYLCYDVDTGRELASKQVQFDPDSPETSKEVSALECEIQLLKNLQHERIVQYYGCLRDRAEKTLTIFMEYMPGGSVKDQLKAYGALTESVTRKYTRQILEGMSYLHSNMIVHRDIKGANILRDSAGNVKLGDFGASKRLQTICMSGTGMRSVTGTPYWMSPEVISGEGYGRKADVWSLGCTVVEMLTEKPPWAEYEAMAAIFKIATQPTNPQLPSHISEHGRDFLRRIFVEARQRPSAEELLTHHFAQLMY
MEKK2wt PB1 HTS = raises or lowers MEK5 binding to wildtype human MEKK2 PB1 domain; binding response (% of control), % at 10 µM; Q9Y2U5; 290,000 compounds, 1.1% hits; bead flow cytometry, Alexa488-MEK5 binding to MEKK2 WT; actives lie on both sides; AID 1531; in the data active = binding response below about 67% or above about 130%
FID counter = displaces DNA intercalator in HCV helicase counter-screen. AID 1845. 290,000 compounds, 0.17% hits. DNA fluorescent intercalator displacement, fluorescence. inhibition, % at 7.9 µM; in the data active = inhibition above about 37%;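 also: 0% = vehicle and 100% = reference compound; higher means more ethidium bromide displaced from hairpin DNA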
CRFR2-BP ag = CRF-BP/CRF-R2 complex agonism; 350,000 compounds, 0.46% hits; AID 588473; HEK293 CRF-R2/CRF-BP, calcium dye fluorescence (FLIPR); percent of saturating CRF peptide response; activation, % at 13.2 µM;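 active = activation of at least 50%, plus an integration ratio under a set limit after plate pattern correction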;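 also: plate controls were neutral control wells without compound for no effect and CRF at EC100 for full effect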
MEKK2 mut-MEK5 = signal of MEK5 binding to mutant human MEKK2 PB1 domain; 290,000 compounds, 0.35% hits; bead flow cytometry, Alexa488-MEK5 binding to MEKK2 mutant; percent response, % at 10 µM; in the data active = percent response above about 24%, passing the limit was not always enough; also: inactives centre near 1; some results filed as inactive read as strong as hits; reference of the scale not given here
CRFR2-BP antag = antagonists of CRF-binding protein/CRF-R2 receptor complex; HEK293 CRF-R2/CRF-BP, CRF-induced calcium fluorescence; inhibition, % at 11.8 µM; 350,000 compounds, 0.59% hits; AID 588475;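 active = inhibition of the ligand-induced calcium signal above about 50% at the single tested concentration, limit read from the data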
NS3 helicase inh = HCV NS3 helicase inhibition; NS3 helicase DNA unwinding, Cy5 molecular beacon fluorescence; inhibition, % at 10.9 µM; 290,000 compounds, 0.56% hits; AID 1800;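 active = inhibition above the mean of all tested compounds plus 3 SD, set per campaign, cut at about 35% in these data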;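 also: 0% = DMSO wells and 100% = thioflavine S control wells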
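Assay system: hepatitis C virus NS3 helicase domain fragment enzyme. Also added: annealed dual-labelled DNA beacon duplex, ATP-started. Timing: 1 h reaction at 25 °C, ATP-initiated. Technique: Cy5 fluorescence at 0 and 60 min, beacon hairpin quenching. Evaluation: % inhibition of unwinding. Replication: one well per compound.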
Numbers without * were called inactive; . = not tested or not shown. These rows are one share of the data; the hit share may differ from the screen's.

Every second line gives: UBC9 SUMO inh, GalR3 antagonist, MEKK3 PB1 HTS, MEKK2wt PB1 HTS, FID counter, CRFR2-BP ag, MEKK2 mut-MEK5, CRFR2-BP antag, NS3 helicase inh
> O=S(=O)(c1cccc(-c2cn3cccnc3n2)c1)N1CCOCC1
 : 32.6, -4.3, 97.0, 100.0, -1.2, -1.6, 0.0, 18.6, 4.5
> Cc1ccc(F)c(C2C3C=CCC(c4cccc(-c5ccc(N(C)C)cc5)c4)C3C(=O)N2Cc2ccccc2)c1 (centres undefined)
 : -3.8, -3.1, 100.0, 100.0, ., 1.6, 2.0, 9.8, .
> Cc1cc(C)cc(N(CC(=O)NCc2ccco2)C(=O)CCC(=O)Nc2ccccn2)c1
 : 25.0, -2.1, 91.0, 95.0, -32.6, -2.0, -4.0, -12.3, -7.4
> COC(=O)c1ccccc1NC(=O)c1ccc2c(c1)CC(C)O2 (centres undefined)
 : -0.6, -11.3, 95.0, 97.0, -20.9, 1.8, 1.0, -0.1, -7.5
> Cc1ccc(C(=O)N(C)CC(=O)Nc2cccc(C)c2C)o1
 : 15.0, -7.4, 103.0, 104.0, -7.7, 1.6, 8.0, -4.4, 0.0
> CN(c1ccccc1)c1nc(-n2ccnc2)nc(-n2ccnc2)n1
 : 15.2, -4.3, ., ., -20.6, -1.5, ., -14.1, -0.8
> O=C(CNC(=O)c1ccc(Cl)cc1)N/N=C/C=C/c1ccccc1
 : 19.7, -4.0, 98.0, 100.0, 0.6, -1.0, 5.0, 5.9, 8.9
> Cc1ccc2nc3c(cc2c1)c(NC(=O)C1CCCO1)nn3CC(C)C (centres undefined)
 : 22.3, -5.1, 98.0, 96.0, -12.5, 4.0, -1.0, 36.2, -4.2
> Cc1ccccc1NS(=O)(=O)c1ccc(NC(=O)CSCc2ccc(Br)cc2)cc1
 : -18.3, 0.9, 101.0, 99.0, 1.2, 4.2, -2.0, -22.6, -14.8
> Nc1cccc(S(=O)(=O)Nc2ccc(SC(F)F)cc2)c1
 : -2.7, 6.3, 89.0, 90.0, 0.7, -1.3, -16.0, 15.5, -1.6
> NS(=O)(=O)c1ccc(CNC(=O)/C=C/c2ccco2)cc1
 : 21.2, -6.0, 123.0, 108.0, -12.3, 0.7, 20.0, -7.0, 28.0
> CCOC(=O)c1c(-c2ccc(OC)cc2)nc2nonc2c1N
 : -16.9, -3.5, 102.0, 96.0, -3.9, -1.2, -2.0, 18.0, -6.5
> CC(OC(=O)/C=C/c1cccs1)C(=O)NC1CCCCC1C (centres undefined)
 : 20.9, -2.9, 96.0, 101.0, -17.3, -0.1, 2.0, -0.6, -5.3
> O=C(N/N=C/c1cccs1)C1COc2ccccc2O1 (centres undefined)
 : -8.7, -1.9, 100.0, 98.0, -4.6, -0.1, -2.0, -21.1, -2.9
> O=C(Nc1ccc2c(c1)OCCO2)c1ccc(NC(=O)C2CCCO2)cc1 (centres undefined)
 : -19.9, -3.6, 92.0, 96.0, -12.7, 5.1, -5.0, -10.3, -5.5
> O=C1N/C(=C/c2ccc(N3CCOCC3)o2)C(=O)N1c1cccc(Cl)c1
 : 8.2, 0.3, 93.0, 87.0, -25.2, 8.0, -7.0, 69.6*, -6.4
> Cc1ccc(Cn2nc(C)c(NC(=O)CCCn3nc([N+](=O)[O-])c(Cl)c3C)c2C)cc1
 : -1.8, -10.5, 82.0, 90.0, -34.6, -2.6, -3.0, 25.7, 11.8
> CC(=O)N1CCc2cc(S(=O)(=O)NCC(=O)NCc3ccc(Cl)cc3)ccc21
 : 12.1, -6.2, 103.0, 104.0, -9.7, 1.0, 1.0, -12.4, 4.9
> COC(=O)c1cc(OC(=O)CCc2ccc(OC)c(OC)c2)cc(C(=O)OC)c1
 : -16.3, -7.1, 106.0, 111.0, -39.1, -0.2, 6.0, 4.3, -10.2
> Cc1ccnc(NC(c2ccccn2)c2c(C)[nH]c3ccccc23)c1 (centres undefined)
 : 18.8, -7.6, 102.0, 96.0, 0.3, 2.5, 2.0, -24.1, -2.4
> O=C(NCc1ccccc1)C(c1cccnc1)N(C(=O)c1csnn1)c1ccc(F)cc1 (centres undefined)
 : 5.4, 6.6, 101.0, 102.0, -24.3, 0.3, 3.0, -4.7, 0.3
> O=C1CSC(c2ccccc2)N1c1nnc(C23CC4CC(CC(C4)C2)C3)s1 (centres undefined)
 : 19.8, ., 103.0, 96.0, -2.2, ., -3.0, ., -1.0
> Cc1cc(C)c2c(CN3CCN(Cc4ccc5c(c4)OCO5)CC3)cc(=O)oc2c1
 : 17.4, 2.8, 107.0, 111.0, -0.3, -1.4, 17.0, -3.3, -10.1
> O=C(CSc1nnc(CN2CCCCC2)n1-c1ccccc1)c1ccc2c(c1)OCO2
 : 3.4, 1.2, 103.0, 116.0, -14.6, -1.6, 31.0, -6.9, 18.6
> Cc1cc(=O)oc2cc(NC(=O)CCOc3ccccc3)ccc12
 : 13.4, -5.5, 99.0, 92.0, -13.5, -0.8, -2.0, 2.5, -9.7
> CCSc1nsc(NC(=O)Nc2cccc(F)c2)n1
 : 4.8, 69.3*, 102.0, 103.0, 5.2, 52.0*, 3.0, 12.8, 10.6
> CC(C)S(=O)(=O)c1csc(NC(=O)Nc2cc(Cl)ccc2Cl)c1Cl
 : 2.3, -4.2, 95.0, 96.0, -4.0, 0.8, -9.0, 10.9, -8.9
> Cc1cccc(CSc2nn3c(=O)c(C)nnc3s2)c1
 : -9.4, -7.7, 99.0, 122.0, -8.6, -0.2, 11.0, -7.9, 2.0
> CC(C)(C)N/C=C(\C#N)S(=O)(=O)c1ccc(Br)cc1
 : 7.3, -7.7, 102.0, 104.0, -7.2, -1.1, 3.0, -11.8, -12.4
> COc1ccc(-n2nc3ccc(NS(C)(=O)=O)cc3n2)cc1Cl
 : 28.8, -3.6, 98.0, 99.0, -2.1, 3.1, 8.0, -4.6, -2.9

(next part)
Assay codes: A = UBC9 SUMO inh; B = GalR3 antagonist; C = MEKK3 PB1 HTS; D = MEKK2wt PB1 HTS; E = FID counter; F = CRFR2-BP ag; G = MEKK2 mut-MEK5; H = CRFR2-BP antag; I = NS3 helicase inh
CCOc1cccc(C(=O)N/N=C/c2ccoc2)c1
  A = 11.1; B = -1.4; C = 101.0; D = 96.0; E = -11.8; F = -0.4; G = 0.0; H = -8.4; I = 5.0
Cc1cccc(NS(=O)(=O)c2cc(C(=O)N3CCOCC3)ccc2Cl)c1
  A = 23.5; B = -0.3; C = 98.0; D = 94.0; E = -5.1; F = -0.2; G = -6.0; H = 2.7; I = 4.5
Cc1ccc2c(c1)[nH]c1c(=O)n(CCC3=CCCCC3)cnc12
  A = 21.7; B = .; C = 102.0; D = 101.0; E = 7.7; F = .; G = 2.0; H = .; I = 0.1
CC(C)(C)c1ccc(/C=C/C(=O)NCCCn2ccnc2)cc1
  A = 15.2; B = -11.7; C = 103.0; D = 118.0; E = 4.7; F = -1.4; G = 11.0; H = -0.2; I = -45.1
O=C(COC(=O)/C=C/c1ccc(Cl)cc1)NCCC1=CCCCC1
  A = -9.1; B = 4.8; C = 111.0; D = 110.0; E = -7.8; F = -0.7; G = 0.0; H = 8.7; I = -1.4
COc1ccccc1NC(=O)C(C)NS(=O)(=O)c1ccccc1 (centres undefined)
  A = 14.5; B = 0.2; C = 108.0; D = 106.0; E = 0.3; F = -4.1; G = 20.0; H = -10.2; I = 5.2
FC(F)(F)c1ccccc1NC(=S)Nc1ccccc1
  A = -5.5; B = -3.7; C = 103.0; D = 104.0; E = -1.7; F = -0.4; G = 4.0; H = -7.7; I = 6.2
COc1ccccc1N(C)S(=O)(=O)c1ccc(C(=O)N2CCCc3ccccc32)cc1
  A = 2.6; B = -7.6; C = 94.0; D = 89.0; E = -43.2; F = 0.7; G = -10.0; H = 3.9; I = -20.6
CCOc1ccccc1Oc1coc2cc(OCC(=O)O)ccc2c1=O
  A = 16.8; B = -5.9; C = 98.0; D = 107.0; E = -8.5; F = 0.9; G = 2.0; H = -15.9; I = 13.2
O=C(O)CCCNC(=O)CCCNC(=O)C(c1ccccc1)c1ccccc1
  A = -0.8; B = -0.5; C = 94.0; D = 97.0; E = -7.5; F = -0.2; G = -2.0; H = 14.9; I = -2.6
O=C(c1cccnc1)N1CCC(Oc2ccc(C(=O)N3CCCC(O)C3)cc2)CC1 (centres undefined)
  A = 3.0; B = -2.9; C = 100.0; D = 93.0; E = -4.6; F = 3.0; G = -5.0; H = -7.8; I = 10.3
Cc1ccc(Oc2ncnc(N)c2[N+](=O)[O-])cc1
  A = -2.7; B = -0.4; C = 104.0; D = 100.0; E = 4.2; F = -2.2; G = -2.0; H = 7.0; I = 1.7
Fc1ccc(-c2cn3ccccc3n2)cc1
  A = 9.5; B = 4.5; C = 97.0; D = 96.0; E = -5.9; F = -5.3; G = 0.0; H = 10.3; I = -3.2
COc1cc(C(=O)N(Cc2ccc(F)cc2)C2CCS(=O)(=O)C2)cc(OC)c1OC (centres undefined)
  A = 6.5; B = 6.9; C = 104.0; D = 102.0; E = -16.2; F = 1.4; G = -1.0; H = -2.6; I = -1.5
CC1CCCCC1NC(=O)CN1CCC(O)(c2ccc(F)cc2)CC1 (centres undefined)
  A = -4.0; B = -5.9; C = 92.0; D = 94.0; E = 10.4; F = -0.2; G = -3.0; H = -2.8; I = 2.6
CCOc1ccc(C(=O)NCc2ccco2)cc1OCC
  A = 0.2; B = -3.9; C = 107.0; D = 110.0; E = -7.1; F = 1.3; G = 14.0; H = -15.5; I = 3.0
Cc1c(Cl)cccc1NC(=O)CCS(=O)(=O)c1cccc2nonc12
  A = 4.5; B = -5.1; C = 96.0; D = 93.0; E = -0.9; F = -1.6; G = -4.0; H = 3.1; I = 2.8

Screening data: PubChem BioAssay, several laboratories
